# CRFR2-BP ag = CRF-BP/CRF-R2 complex agonism. AID 588473. 0.46% of 350,000 active. HEK293 CRF-R2/CRF-BP, calcium dye fluorescence (FLIPR); percent of saturating CRF peptide response. activation, % at 13.2 µM;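 active means activation of at least 50%, plus an integration ratio under a set limit after plate pattern correction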;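 further: plate controls were neutral control wells without compound for no effect and CRF at EC100 for full effect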
# CHRM5 PAM = potentiates acetylcholine response at human M5 receptor; P08912; CHO-K1 hM5, Fluo-8 calcium, ACh EC20 PAM; 0% = ACh EC20, 100% = ACh EC100; activation, % at 3 µM; 0.3% of 360,000 active; AID 624038;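 active means activation above the run cutoff, the mean activation of all test compounds plus 3 SD, cut at about 18% in these data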
# Target sequence (P08912 whole entry, looked up): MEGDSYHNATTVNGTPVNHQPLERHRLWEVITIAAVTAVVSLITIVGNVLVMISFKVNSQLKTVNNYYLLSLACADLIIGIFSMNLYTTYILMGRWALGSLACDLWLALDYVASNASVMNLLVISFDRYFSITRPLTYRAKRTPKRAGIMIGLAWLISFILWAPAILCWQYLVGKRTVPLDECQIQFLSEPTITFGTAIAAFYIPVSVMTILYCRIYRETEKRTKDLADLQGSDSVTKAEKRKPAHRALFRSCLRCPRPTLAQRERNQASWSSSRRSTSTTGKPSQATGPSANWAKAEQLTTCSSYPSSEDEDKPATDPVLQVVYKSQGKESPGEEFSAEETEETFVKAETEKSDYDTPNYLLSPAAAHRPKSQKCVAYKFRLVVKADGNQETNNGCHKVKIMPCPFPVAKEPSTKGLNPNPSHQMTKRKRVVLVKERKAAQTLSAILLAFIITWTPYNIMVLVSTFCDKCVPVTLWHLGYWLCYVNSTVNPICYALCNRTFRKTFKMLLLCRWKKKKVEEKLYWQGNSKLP
#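 Assay system: CHO-K1 hM5 cells / Incubation: Fluo-8 loading 80 min at 37 °C plus 30 min room temperature / Technique: Fluo-8 calcium dye fluorescence, kinetic read / Repeats: single replicate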
# CHRM4 antagonist = blocks acetylcholine activation of human M4 receptor | P08173 | CHO-hM4 cells, ACh EC80, Fluo-8 calcium fluorescence | inhibition, % at 3 µM | 0.73% of 360,000 active | AID 624125;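 active means inhibition above its plate's cutoff, the mean inhibition of sample wells plus 3 SD, cut at about 27% in these data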;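 further: 0% = acetylcholine EC80 with DMSO and 100% = DMSO without agonist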
# Target sequence (P08173 whole entry, looked up): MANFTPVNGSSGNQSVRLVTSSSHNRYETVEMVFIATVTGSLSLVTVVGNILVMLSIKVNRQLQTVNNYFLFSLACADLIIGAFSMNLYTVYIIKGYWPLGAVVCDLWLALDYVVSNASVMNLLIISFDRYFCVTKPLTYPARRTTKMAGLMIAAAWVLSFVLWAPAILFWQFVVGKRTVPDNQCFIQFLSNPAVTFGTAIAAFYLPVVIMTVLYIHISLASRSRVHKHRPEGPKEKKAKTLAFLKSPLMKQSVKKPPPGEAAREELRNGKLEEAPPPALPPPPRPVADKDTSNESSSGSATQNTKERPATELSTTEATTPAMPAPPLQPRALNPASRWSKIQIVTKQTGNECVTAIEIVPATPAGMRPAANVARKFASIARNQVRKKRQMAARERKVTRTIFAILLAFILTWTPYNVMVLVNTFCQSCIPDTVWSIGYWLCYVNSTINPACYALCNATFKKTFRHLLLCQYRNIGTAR
# CRFBP-R2 block = antagonists of CRF-binding protein/CRF-R2 receptor complex; HEK293 CRF-R2/CRF-BP, CRF-induced calcium fluorescence; 0.59% of 350,000 active; inhibition, % at 11.8 µM; AID 588475;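 active means inhibition of the ligand-induced calcium signal above about 50% at the single tested concentration, limit read from the data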
# M5 ag = CHRM5 agonism in calcium assay; P08912; CHO-K1 hM5 cells, Fluo-8 calcium fluorescence; 0% DMSO wells, 100% maximal acetylcholine response; activation, % at 3 µM; 0.19% of 360,000 active; AID 624037;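 active means activation above the run's mean over test compounds plus 3 SD, cut at about 23% in these data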;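 further: signal is peak over basal fluorescence ratio across the kinetic read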
# CHRM4 agonist = CHRM4 agonism in calcium assay | CHO-K1 hM4/Gqi5, Fluo-8 calcium fluorescence; vehicle 0%, full acetylcholine response 100% | activation, % at 3 µM | 0.14% of 360,000 active | AID 624127;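 active means activation above the run mean over all test wells plus 3 SD, cut at about 32% in these data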;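 further: peak over basal fluorescence ratio per well then scaled between controls; 0% = DMSO wells and 100% = acetylcholine at EC100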
# M4 PAM = potentiates acetylcholine response at human M4 receptor | activation, % at 3 µM | P08173 | 0.4% of 360,000 active | CHO-K1 hM4/Gqi5, Fluo-8 calcium fluorescence, ACh EC20; 0% = ACh EC20, 100% = maximal ACh | AID 624126;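 active means activation above its plate's cutoff, the mean activation of sample wells plus 3 SD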; further: some results filed as inactive read as strong as hits
# M1 PAM = positive allosteric modulators of human M1 muscarinic receptor. P11229. activation, % at 3 µM. CHO-K1 hM1, Fluo-8 calcium fluorescence, ACh EC20; 0% = ACh EC20, 100% = maximal ACh. 0.088% of 360,000 active; in the data active means activation above about 19%, passing the limit was not always enough
# CHRM5 antagonist = antagonists of human muscarinic M5 receptor (CHRM5). 0.59% of 360,000 active. CHO-hM5 cells, Fluo-8 calcium fluorescence, ACh EC80. AID 624040. inhibition, % at 3 µM. P08912;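 active means inhibition above a per-plate cutoff, the mean of that plate's test compounds plus 3 SD, cut at about 27% in these data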;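 further: 0% = acetylcholine EC80 with DMSO and 100% = DMSO without agonist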
# An asterisk follows results filed as active; . = not tested or not shown.
CRFR2-BP ag	CHRM5 PAM	CHRM4 antagonist	CRFBP-R2 block	M5 ag	Molecule	CHRM4 agonist	M4 PAM	M1 PAM	CHRM5 antagonist
.	-4.8	-3.4	.	0.0	O=C(NCc1ccccc1)c1cc(C2CCCCN2C(=O)c2cccs2)on1 (stereo not given)	1.2	-5.7	1.7	4.3
1.0	-1.0	-5.5	2.2	-3.0	O=C(N/N=C/c1ccoc1)c1ccc(Cl)cc1Cl	-0.4	-3.7	0.3	-4.7
-3.3	-4.0	-3.5	1.2	-7.4	Cc1ccc(S(=O)(=O)N2CCCCC2c2cccnc2)c(C)c1C (stereo not given)	1.5	-14.5	6.0	2.9
1.2	8.4	-1.4	5.1	-1.3	O=C(CSc1nnnn1CCCO)Nc1ccc2c(c1)OCO2	1.8	7.3	-2.3	0.5
-2.0	4.7	1.0	31.7	-3.2	Cc1ccc(NC(=O)CSc2nnc(NC(=O)c3ccc(S(=O)(=O)N4CCOCC4)cc3)s2)cc1	0.3	6.9	8.0	-4.2
-2.6	1.9	-5.8	-25.1	0.9	C/C(=N\NC(=O)c1cccc(F)c1)c1cccc(NC(=O)c2ccc(F)cc2)c1	0.3	6.0	6.8	-3.3
-0.4	4.8	-10.0	-1.9	-7.4	CC(C)C(c1nnnn1Cc1ccccc1)N1CCC(C(N)=O)CC1 (stereo not given)	0.5	9.2	17.8	1.2
-2.5	-19.7	-8.0	9.6	-18.2	Cc1cccc(C(=O)N2CCN=C2SCc2ccc([N+](=O)[O-])cc2)c1	-0.6	-18.8	-18.6	6.2
341.4*	-22.8	20.5	-416.0	61.7*	N#Cc1cc(C(=O)c2cc(F)ccc2O)cn(-c2nccs2)c1=O	96.5*	-43.4	-17.3	29.4*
0.4	-2.4	-4.7	6.4	-5.3	Cc1nn(C)cc1C1Nc2ccccc2C(=O)N1O (stereo not given)	1.0	3.5	5.9	4.9
11.4	9.4	11.7	-33.5	0.6	CC1=NN(c2ccc(C)c(C)c2)C(=O)/C1=C\C=C\c1ccc([N+](=O)[O-])o1	0.1	-0.2	8.2	4.7
-1.7	-10.4	-17.9	-21.1	-1.4	COC(=O)c1c(-c2c(Cl)cccc2Cl)noc1C(=O)NN	0.5	-2.4	8.0	16.0

# Among those listed so far, these contain a furan ring, fused or not:
CRFR2-BP ag	CHRM5 PAM	CHRM4 antagonist	CRFBP-R2 block	M5 ag	Molecule	CHRM4 agonist	M4 PAM	M1 PAM	CHRM5 antagonist
1.0	-1.0	-5.5	2.2	-3.0	O=C(N/N=C/c1ccoc1)c1ccc(Cl)cc1Cl	-0.4	-3.7	0.3	-4.7
11.4	9.4	11.7	-33.5	0.6	CC1=NN(c2ccc(C)c(C)c2)C(=O)/C1=C\C=C\c1ccc([N+](=O)[O-])o1	0.1	-0.2	8.2	4.7

# The list continues:
CRFR2-BP ag	CHRM5 PAM	CHRM4 antagonist	CRFBP-R2 block	M5 ag	Molecule	CHRM4 agonist	M4 PAM	M1 PAM	CHRM5 antagonist
0.3	6.0	5.1	-2.8	-0.2	CCOc1ccc(N=C2NC(=O)S/C2=C\c2ccc(Cl)cc2)cc1	0.6	16.9	8.2	-9.7
1.4	-7.7	10.5	3.4	2.9	CC(C)S(=O)(=O)c1csc(NC(=O)Nc2cccc([N+](=O)[O-])c2)c1Cl	9.7	-16.6	-4.7	12.9
-2.6	3.0	6.7	-17.6	0.1	COc1cc(C(=O)N/N=C/c2cc([N+](=O)[O-])cs2)cc(OC)c1OC	1.2	6.2	6.6	-11.4
1.6	-1.2	1.6	-15.6	-1.0	Clc1ccc(OCCSc2ncccn2)c2ccccc12	-1.1	12.3	0.8	3.1
.	1.6	-1.3	.	0.5	CC(=O)Nc1cccc(-c2ccnc3c2CC(C(=O)NCc2cccnc2)O3)c1 (stereo not given)	-0.5	0.6	3.4	3.8
0.9	-5.0	-5.0	12.9	2.2	Cc1ccc(C)c(NC(=O)CN(C)C(=O)C2CCCC2)c1	-0.4	0.0	-3.9	8.6
-0.9	-3.8	-0.3	-17.3	-2.3	COc1cc2c(=O)n(CC3CCCO3)c(=O)n(CC(=O)Nc3cccc(Cl)c3)c2cc1OC (stereo not given)	0.9	1.3	-5.2	-0.8
-1.1	12.3	6.4	17.8	1.6	CC1(C)CCC(=O)N2CC[C@H]3c4cc5ccccc5nc4C[C@@H]1[C@H]32	0.5	-0.2	0.3	7.8
2.7	-3.4	0.7	-15.1	-1.9	CN(Cc1ccc(F)cc1)Cc1nc(-c2cnccn2)no1	0.6	-4.3	7.8	-1.4
-0.1	-5.8	1.0	-5.7	-1.1	Cc1ccc2c(c1)C(c1ccccc1)N(C(=O)c1cccc([N+](=O)[O-])c1)CC(=O)N2 (stereo not given)	6.6	-5.9	5.0	9.1
0.3	-12.2	-5.8	-0.6	-8.8	CN1CCC(OC(=O)c2ccccc2)CC1	0.2	-1.3	-15.7	10.4
.	5.7	-13.5	.	-2.2	CCc1nc2c(OCc3c(C)noc3C)cccn2c1N(C)C(=O)C(C)C	-1.4	10.3	14.5	-5.6
-1.1	-0.2	-4.0	-6.8	0.5	COc1ccc(CN2C(=O)C(CC(=O)NCCc3ccccn3)CC(C(=O)N(C(C)C)C(C)C)=C2C)cc1 (stereo not given)	-0.3	4.0	5.7	5.1
-1.0	-4.9	-4.1	-6.6	-0.7	CCOc1ccccc1-n1c(SCC(=O)N2CCCc3ccccc32)nnc1-c1cccnc1	3.5	-0.3	3.0	3.8
.	-9.3	6.5	.	7.6	COc1ccc(C(O)c2nc(-c3cc4ccccc4o3)cs2)cc1 (stereo not given)	30.0	-4.0	-10.3	5.5
0.8	-2.5	-9.4	-20.2	-1.0	COc1ccc(/C=C/C(=O)N2CCCc3ccccc32)cc1	0.5	7.1	1.0	0.6
2.8	-9.9	4.0	-13.8	2.7	COc1ccc(NS(=O)(=O)c2cccc(C(=O)N3CCN(C/C=C/c4ccccc4)CC3)c2)cc1	16.6	-11.1	-19.2	12.6
-0.5	-1.1	3.4	-1.6	-7.3	Cc1ccc(CCNC(=O)CN2C(=O)COc3ccc(S(=O)(=O)N4CCCCC4)cc32)cc1	-1.4	-0.1	4.2	2.6
1.1	10.1	4.8	-3.1	0.3	C=CCNC(=O)C1CC(=O)N(c2ccc(OCC(=O)Nc3ccc(C)cc3)cc2)C1 (stereo not given)	3.1	-1.8	6.3	-8.3
-1.8	5.5	6.9	-14.9	2.5	Cc1ccc2nc(-c3ccc(NC(=O)CNC4CC4)cc3)sc2c1	6.6	12.3	12.6	6.6
1.4	6.8	1.1	5.7	2.0	COc1c(C)oc2cc(O)ccc2c1=O	0.8	8.1	6.6	-13.0
-0.3	3.4	-3.6	1.2	-0.2	Cc1ccccc1OCc1nnc(SCC(=O)NC2CCCCC2)o1	1.6	3.1	5.5	1.7
-0.4	-3.0	0.8	6.3	2.5	COc1ccc(CCNC(=O)CSc2ccsc2[N+](=O)[O-])c(OC)c1	2.3	-2.7	6.0	0.6
-1.1	4.0	-3.3	-1.6	0.6	Nc1nn(-c2ccccc2)c(N)c1N=Nc1ccc2c(c1)OCO2	2.9	14.6	8.6	0.0

# Reformatted: entries from further up.
Cc1ccc(CCNC(=O)CN2C(=O)COc3ccc(S(=O)(=O)N4CCCCC4)cc32)cc1
  CRFR2-BP ag: -0.5
  CHRM5 PAM: -1.1
  CHRM4 antagonist: 3.4
  CRFBP-R2 block: -1.6
  M5 ag: -7.3
  CHRM4 agonist: -1.4
  M4 PAM: -0.1
  M1 PAM: 4.2
  CHRM5 antagonist: 2.6
Cc1ccccc1OCc1nnc(SCC(=O)NC2CCCCC2)o1
  CRFR2-BP ag: -0.3
  CHRM5 PAM: 3.4
  CHRM4 antagonist: -3.6
  CRFBP-R2 block: 1.2
  M5 ag: -0.2
  CHRM4 agonist: 1.6
  M4 PAM: 3.1
  M1 PAM: 5.5
  CHRM5 antagonist: 1.7

# New compounds follow
CRFR2-BP ag	CHRM5 PAM	CHRM4 antagonist	CRFBP-R2 block	M5 ag	Molecule	CHRM4 agonist	M4 PAM	M1 PAM	CHRM5 antagonist
1.9	3.7	-9.7	-17.9	-0.2	COCCCN1C(=O)C(CC(=O)NCC2CCCCC2)CC(C(=O)N2CCOCC2)=C1C (stereo not given)	0.1	6.0	5.5	-4.9
.	-7.4	6.8	.	0.1	CCc1c(-c2cccc(Br)c2)ncn1Cc1cccc(-c2ccccc2)c1	4.5	-0.9	.	3.1
-0.2	3.8	-11.0	0.5	-3.3	O=C1CCCCN1CCCC(=O)N1CCCC(Nc2ccc(F)cc2)C1 (stereo not given)	1.5	10.7	15.8	7.5
0.5	-3.4	-4.2	9.4	0.9	COC(=O)CCc1c(COC(C)=O)[nH]c(C(=O)OCc2ccccc2)c1C	0.7	-2.4	12.0	8.5
-1.3	2.6	32.2*	8.3	-5.4	O=C(NC1CC2CCCC(C1)N2C(=O)NCc1ccccc1)C1CC1 (stereo not given)	0.2	-8.6	-6.8	-1.3
0.4	0.5	-2.6	-5.1	0.6	CSCCC(=O)N1CCCC(CNC(=O)c2ccccc2Cl)C1 (stereo not given)	1.3	10.8	-2.4	2.1
0.7	-2.1	-2.4	9.4	-0.3	COCCCN1C(=O)C(=O)/C(=C(/O)c2ccc(S(=O)(=O)N3CCOCC3)cc2)C1c1ccc(Cl)cc1 (stereo not given)	1.6	13.3	1.9	-3.4
-3.2	-1.5	2.2	6.0	-5.5	CN(C)c1ccc(P(=O)(OCc2ccccc2)C(O)c2ccccc2)cc1 (stereo not given)	2.0	-4.8	6.3	11.2
-0.1	3.5	7.8	6.9	-3.4	CC(C)(C)NC(=O)Cn1c(SCC(=O)N2CCCCCC2)nc2ccccc21	2.1	-6.9	2.0	-1.2
.	-2.1	-20.3	.	0.8	CC(=O)c1cccc(-c2ccnc3c2CC(C(=O)NCc2ccco2)O3)c1 (stereo not given)	2.1	7.5	8.2	3.6
0.0	-4.1	19.3	-13.9	-18.3	CCOc1ccc(CN2CCN(CCCc3ccccc3)C(CCO)C2)cc1 (stereo not given)	0.9	-9.4	-14.9	-1.9
0.2	0.4	-2.4	7.5	-1.7	COC(=O)CCCNC(=O)c1ccccn1	1.4	3.7	12.7	5.4
-2.5	-1.1	15.6	14.3	3.9	Nc1cc(=O)[nH]c(SCC(=O)N2CCc3ccccc3C2)n1	0.4	-6.7	1.8	4.1
-0.1	-9.9	-7.2	9.6	-2.4	N=C1C(c2ccccc2)=C(O)CN1c1cccc(O)c1	1.9	12.4	5.3	2.4
.	-3.2	85.0*	.	-0.5	Cc1ccccc1S(=O)(=O)NC(=O)C1(C)CCN1C(=O)C/C=C/c1ccccc1 (stereo not given)	-0.1	-12.7	3.2	-3.3
6.8	-9.7	13.8	-1.4	-5.9	CCn1c(=N)n(CC(=O)c2ccc(OC)cc2)c2ccccc21	0.3	7.1	4.2	-4.5
-0.9	-6.2	8.4	-4.5	0.5	CCOCc1nnc(NC(=O)c2cccs2)s1	1.1	4.5	9.5	0.8
-0.8	-3.7	-11.1	-1.0	-2.8	CCOC(=O)C(C)Sc1nc(=O)n2cc(C)ccc2n1 (stereo not given)	3.2	11.3	7.4	-6.7
0.5	-12.7	1.7	-2.2	1.8	Cc1cccc(NCC(O)Cn2cnc3c2c(=O)n(C)c(=O)n3C)c1 (stereo not given)	5.9	-0.9	-3.9	0.2
0.6	3.8	4.9	25.6	3.2	COC(=O)C1Cc2c([nH]c3ccccc23)C(C)N1 (stereo not given)	1.4	12.7	8.3	-8.2
-1.3	0.0	9.3	9.2	1.2	O=C(CSc1nnc2ccccn12)NC(=O)c1cccc([N+](=O)[O-])c1	-0.3	-1.9	-2.0	11.7
0.7	-6.7	-6.7	0.1	2.1	Cc1c(CCC(=O)NC2CC2)c(=O)oc2c(C)c(O)ccc12	1.8	0.0	-4.1	11.6
0.0	1.8	0.2	-3.3	-1.6	O=S(=O)(N/N=C/c1ccc(N2CCOCC2)cc1)c1ccccc1	3.3	1.5	-1.0	8.4
